Screening data from PubChem.
GPR7 antagonist: antagonists of human GPR7 (neuropeptides B/W receptor 1) | P48145 | GPR7-expressing cells, fluorescence antagonist assay | inhibition, % at 4.4 µM | hit rate 1.1% among 290,000; in the data active = inhibition above about 16%, passing the limit was not always enough;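 note: cells stimulated with the agonist NPW; 0% = agonist with vehicle and 100% = vehicle without agonist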
Target sequence (P48145 whole entry, looked up): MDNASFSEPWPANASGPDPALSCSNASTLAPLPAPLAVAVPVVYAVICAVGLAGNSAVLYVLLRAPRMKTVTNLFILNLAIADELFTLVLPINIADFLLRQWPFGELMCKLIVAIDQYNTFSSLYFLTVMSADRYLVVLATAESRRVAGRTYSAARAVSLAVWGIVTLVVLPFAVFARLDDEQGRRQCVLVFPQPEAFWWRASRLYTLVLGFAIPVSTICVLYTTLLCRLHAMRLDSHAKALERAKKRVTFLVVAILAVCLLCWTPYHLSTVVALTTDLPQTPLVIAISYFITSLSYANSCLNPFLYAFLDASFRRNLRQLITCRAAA
V1aR counter: activates human V1a receptor in oxytocin agonist counter-screen | CHO-V1R cells, Fluo-8 calcium fluorescence, agonist mode; 0% DMSO, 100% 3 nM vasopressin | activation, % at 3 µM | AID 2797 | P37288 | hit rate 0.25% among 320,000;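 active = activation above the mean activation of all tested compounds plus 3 SD, per screening run, cut at about 20% in these data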;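 note: signal is peak over basal fluorescence ratio across a 100 second FLIPR read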
CHO-K1 Ca ag: M1 agonist counterscreen hit in parental CHO-K1 cells; Fluo-8 calcium fluorescence; scaled to maximal ATP response, vehicle zero; activation, % at 3 µM; hit rate 0.48% among 360,000; AID 602248; in the data active = activation above about 15%;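 note: untransfected CHO-K1 host cells lacking M1 receptor as counterscreen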
CHO-K1 Ca PAM: nonselective activator or artifact in parental CHO-K1 calcium assay | ATP EC20, Fluo-8 calcium fluorescence; 0% at ATP EC20, 100% at ATP max | activation, % at 3 µM | hit rate 0.02% among 360,000;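 active = activation above the run cutoff, the mean activation of all test compounds plus 3 SD, cut at about 40% in these data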;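 note: peak over basal fluorescence ratio in a 140 s read after ATP addition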
CHO parental Ca: signal in parental CHO cells, OX1R antagonist counter-screen | parental CHO-K1, ATP-induced calcium, Fluo-8 fluorescence | inhibition, % at 5.6 µM | hit rate 0.63% among 330,000 | AID 463079;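 active = inhibition above that plate's mean sample inhibition plus 3 SD, cut at about 26% in these data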;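 note: 0% = ATP-challenged DMSO wells and 100% = DMSO wells without ATP; some compounds past the cut are filed as inactive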
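Material – parental CHO cells · Reagent – ATP stimulus · Compound – single nominal dose of 5.6 µM per compound · Detection – Fluo-8 fluorescence · Read-out basis – percent inhibition of calcium signal · Controls – ATP-challenged DMSO wells low, unchallenged DMSO wells high · Repeats – no replicates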
OXTR ag: human OXTR agonism | CHO-OTR cells, Fluo-8 calcium fluorescence; normalized: DMSO 0%, oxytocin 100% | activation, % at 3 µM | AID 2435 | P30559 | hit rate 0.32% among 320,000;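 active = activation above the mean of all tested compounds plus 3 SD, cutoff set per screening run, cut at about 20% in these data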;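 note: peak over basal fluorescence ratio from a 100 s FLIPR kinetic read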
Target sequence (P30559 whole entry, looked up): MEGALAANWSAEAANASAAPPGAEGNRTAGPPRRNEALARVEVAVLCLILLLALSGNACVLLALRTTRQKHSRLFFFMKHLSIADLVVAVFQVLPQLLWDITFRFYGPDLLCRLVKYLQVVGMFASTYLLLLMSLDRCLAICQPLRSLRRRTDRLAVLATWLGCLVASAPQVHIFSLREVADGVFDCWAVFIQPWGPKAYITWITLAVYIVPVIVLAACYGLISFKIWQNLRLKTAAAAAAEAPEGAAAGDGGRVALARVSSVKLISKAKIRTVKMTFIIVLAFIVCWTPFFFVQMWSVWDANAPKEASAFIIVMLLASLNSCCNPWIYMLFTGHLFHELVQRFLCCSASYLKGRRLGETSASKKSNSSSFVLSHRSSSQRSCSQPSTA
TAAR1 antag: antagonists of human TAAR1; Q96RJ0; CHO RD-HGA16 TAAR1, Fluo-8 calcium fluorescence, antagonist; inhibition, % at 3 µM; hit rate 1.5% among 360,000;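 active = inhibition above a per-plate cutoff, the mean inhibition of test compounds on that plate plus 3 SD, cut at about 49% in these data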;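 note: 0% = DMSO plus EC80 beta-PEA response and 100% = DMSO alone without agonist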
Target sequence (Q96RJ0 whole entry, looked up): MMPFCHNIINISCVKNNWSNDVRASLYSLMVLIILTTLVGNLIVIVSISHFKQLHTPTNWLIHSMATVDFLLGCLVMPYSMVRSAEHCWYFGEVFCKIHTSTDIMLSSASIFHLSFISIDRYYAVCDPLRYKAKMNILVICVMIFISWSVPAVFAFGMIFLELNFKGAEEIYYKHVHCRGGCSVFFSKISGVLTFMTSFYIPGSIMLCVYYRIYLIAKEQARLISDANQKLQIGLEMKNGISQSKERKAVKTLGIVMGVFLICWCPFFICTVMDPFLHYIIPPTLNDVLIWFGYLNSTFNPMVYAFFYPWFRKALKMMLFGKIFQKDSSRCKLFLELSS
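Material: CHO RD-HGA16 cells bearing hTAAR1; compound dosing: one-point dosing, 3 µM nominal final; schedule: dye loading 75 min at 37 °C, then 30 min room temperature; measured by: calcium fluorescence with Fluo-8; control set: vehicle and agonist controls; replication: n of 1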
CHO-K1 Ca antag: nonselective inhibitor or artifact in parental CHO-K1 cells; hit rate 0.6% among 360,000; inhibition, % at 3 µM; ATP-induced calcium, Fluo-8 fluorescence;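 active = inhibition above a per-plate cutoff, the plate's mean sample inhibition plus 3 SD, cut at about 24% in these data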;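 note: 0% = DMSO plus EC80 ATP and 100% = DMSO alone without ATP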
OXTR potentiator: human OXTR potentiation; P30559; CHO-OTR cells, Fluo-8 calcium fluorescence, potentiator mode; 0% = oxytocin EC15, 100% = EC100; activation, % at 3 µM; hit rate 0.061% among 320,000;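 active = activation above that plate's cutoff, the mean activation of tested compounds plus 3 SD, cut at about 6.6% in these data, passing the limit was not always enough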;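 note: 100% uses oxytocin at 75 nM as the full agonist control; some results filed as inactive read as strong as hits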
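Dosing: Single dose, 3.0 µM nominal final compound concentration | Material: Human OTR in CHO cells | Technique: Kinetic Fluo-8 calcium fluorescence | Benchmarks: EC15 oxytocin alone as 0%, 75 nM oxytocin as 100% | Probe or stimulus: Oxytocin at about EC15, sub-maximal agonist stimulus | Incubation: Compound 6 min at room temperature before oxytocin, 100 s read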
An asterisk follows results filed as active; / = no result given. Outcome played no part in choosing rows. About 3.5% of those tested had a hit in this group.

SMILES	GPR7 antagonist	V1aR counter	CHO-K1 Ca ag	CHO-K1 Ca PAM	CHO parental Ca	OXTR ag	TAAR1 antag	CHO-K1 Ca antag	OXTR potentiator
CC(C)(C)C1CCc2onc(C(=O)Nc3cccnc3)c2C1 (stereo unspecified)	-1	-1.3	0.3	13	-30	-1.1	6	-14	0
CCCCC(=O)Nc1cccc(NC(=S)NC(=O)COc2ccccc2Cl)c1	0	1.8	1.1	8	-35	0.5	11	6	-8
CCc1ccccc1NC(=O)N1C2CCCC1CC(NC(=O)C(C)(C)C)C2 (stereo unspecified)	-2	0.3	0.5	-7	-6	0.2	-5	-7	-14
COc1ccc(-c2csc(-n3cccn3)n2)cc1	1	-0.2	0.5	3	-5	-1.9	-12	-22	-14
CCOC(=O)NC(=O)C(/C=N/c1sccc1C(=O)OC)=C(\C)O	8	1.0	1.3	21	-5	0.7	9	-16	2
CCOc1ccccc1N(CC(=O)NCc1ccc(OC)cc1)S(C)(=O)=O	0	-0.2	0.2	-11	-18	-1.1	-13	-14	-3
Cc1ccc(-c2nnn(CC(=O)N(CC(=O)NCC3CCCO3)c3ccccc3)n2)o1 (stereo unspecified)	-5	0.5	0.2	-8	-13	0.6	-3	21	-2
COc1cc2c(cc1OC)C(COc1ccccc1OC)N(C(=O)c1ccco1)CC2 (stereo unspecified)	5	-0.8	3.3	14	-15	-1.0	-13	-15	-1
CCn1c(SCC(=O)Nc2nncs2)nnc1C(C)NC(=O)c1ccccc1Br (stereo unspecified)	5	1.4	0.0	1	-5	0.6	-10	-15	-12
N#CCCn1cc(/C=C2\NC(=S)N(c3ccccc3)C2=O)c(-c2ccc(F)cc2)n1	5	0.0	0.7	16	-8	-1.1	6	3	-6
C[C@H](NC(=O)Nc1ccccc1F)C(=O)O	-9	0.5	0.7	11	-8	0.2	-13	-22	-10
CCOC(=O)C1=C(C)NC(=O)NC1c1ccc(OCC(=O)N2CCCCC2)cc1 (stereo unspecified)	-18	-0.9	-0.1	7	-8	0.0	-6	4	-5
COc1ccc(CCn2c(-c3ccc(F)cc3)nc3c(c(=O)c4ccccc4n3C)c2=O)cc1OC	8	0.1	0.3	9	-21	-1.6	-24	-5	-3
C=CCN(CC=C)C(=O)CN1C(=O)NC(c2ccccc2)(c2ccccc2)C1=O	-12	1.4	3.5	11	-23	2.2	-15	-19	-4
CC1(C)SC2c3ccccc3C(=O)N2[C@@H]1C(=O)NC1CCCC1 (stereo partly specified)	-5	0.6	0.1	15	-16	-0.8	2	-18	-5
O=C(NC1CCN(Cc2ccccc2)CC1)c1cc(S(=O)(=O)Nc2ccc(F)cc2)ccc1Cl	/	/	5.8	-3	/	/	-7	-7	/
COc1cc(C(=O)Nc2ccc(S(=O)(=O)N(C)c3ccccc3)cc2)cc(OC)c1OC	-3	1.4	1.7	5	-4	0.0	8	-4	-8
CC(Oc1ccccc1)C(=O)N=Nc1c(O)[nH]c2ccc(Br)cc12 (stereo unspecified)	4	-1.4	0.4	-12	1	-1.1	13	8	-19
O=C(Cc1csc(Nc2nc(=S)[nH]c3ccccc23)n1)N1CCN(c2cccc(C(F)(F)F)c2)CC1	-15	-0.4	0.1	2	-10	-0.9	-9	-9	-5
Cc1ccc(C(=O)NCc2ccccn2)cc1S(=O)(=O)N1CCOCC1	/	0.8	1.0	3	-5	0.1	2	-2	-8
O=C(Cc1ccccc1)N1CCN(c2ncccn2)CC1	9	0.7	0.6	2	-4	0.7	13	-9	10
Cc1cc(C)nc(-n2nc(C)cc2NC(=O)CN2CCC(C)CC2)n1	-13	-0.8	0.2	6	-22	-1.5	11	0	4
Cc1ccc(S(=O)(=O)N2CCN(Cc3ccsc3)CC2)cc1	1	-1.3	1.5	18	-18	-0.9	-2	-10	-8
NS(=O)(=O)c1ccc(CCNC(=O)c2cc(S(=O)(=O)N3CCCCC3)ccc2Cl)cc1	/	/	0.2	19	/	/	-10	-13	/
CC(=O)Nc1ccc(NC(=O)C(C)Sc2n[nH]c(-c3cccs3)n2)cc1 (stereo unspecified)	/	-0.2	0.8	19	-10	-0.3	-26	-13	2
Cc1c(C2=CCN(S(=O)(=O)c3ccc(Cl)cc3)CC2)c2ccccc2n1C	-1	2.1	1.2	11	-10	1.7	-1	-6	-7
CCOCC(=O)NC1CCc2cc(OC(=O)COCC)c(OC)c(OC)c2-c2ccc(SC)c(=O)cc21 (stereo unspecified)	/	/	0.8	25	/	/	-36	-19	/
CC[C@@]1(C(=O)OC)N[C@H](CN(C)S(=O)(=O)c2ccc(C(F)(F)F)cc2)[C@@H]2C(=O)N(C)C(=O)[C@@H]21	/	1.0	-0.1	18	-19	-0.9	-2	-16	-2
COC(=O)c1cc(=O)nc2sccn12	-7	0.3	0.1	9	-7	0.3	17	2	-9
Cc1cc(C)c(N)c(C(=O)O)c1	2	0.3	0.5	3	-4	-0.7	-10	-11	-17
O=C(NCc1ccccc1)c1cc(C2CCCN(S(=O)(=O)c3ccccc3)C2)on1 (stereo unspecified)	/	/	3.1	12	/	/	9	-8	/
O=C1NC2=C(C(=O)c3ccccc32)C(c2ccccc2)N1 (stereo unspecified)	0	-0.6	-0.2	-9	-12	1.8	20	-1	0
CCOC(=O)c1ccccc1OC(=O)CS(=O)c1ccccc1[N+](=O)[O-] (stereo unspecified)	-2	-0.7	1.5	10	-7	0.3	6	-3	-21
CC1CN(c2ccccc2)c2nc3c(c(=O)[nH]c(=O)n3C)n2C1 (stereo unspecified)	-20	-0.5	-1.7	17	-17	-2.1	-14	-10	2
Cc1nnc(NC(=O)C2CCN(c3nnnn3-c3ccccc3)CC2)s1	-10	0.1	0.1	10	1	0.5	5	0	0
COC(=O)c1ccccc1S(=O)(=O)N1CCC(c2nc3ccccc3o2)CC1	6	2.1	3.6	-6	-11	2.5	3	-23	1
Cc1c(C(=O)Nc2ccc(-n3cnnn3)cc2)oc2ccccc12	-8	0.0	2.5	22	0	0.8	6	-10	-1
Cc1cccc(NC(=O)C2CCCN(S(=O)(=O)c3ccc4c(c3)oc(=O)n4C)C2)c1 (stereo unspecified)	-9	0.2	0.2	15	-12	2.1	-8	-7	-1
Cc1ccc(Cn2ccc(NC(=O)CCSc3nc(-c4ccco4)cc(C(F)(F)F)n3)n2)cc1	-11	0.4	0.4	17	-18	-1.5	0	-10	-8
CCCc1nnc(NC(=O)NCCN2C(=O)C3C4C=CC(C4)C3C2=O)s1 (stereo unspecified)	-13	-1.1	-0.2	20	-11	-0.5	2	-3	-5
COc1ccc(-c2[nH]ncc2CN(CC2CCC(=O)N2)C(C)C)cc1F (stereo unspecified)	-4	-0.3	1.5	12	-10	-0.2	-18	-3	-7
Cc1cc(C)cc(C(=O)OCC(=O)N2CCCC2)c1	0	-0.2	-0.4	2	-3	-0.1	-10	-5	-14
CC(C(=O)OCC(=O)c1ccc(F)cc1)N1C(=O)C2C3C=CC(C3)C2C1=O (stereo unspecified)	11	5.0	1.7	-24	-8	2.2	-6	4	-7
Cn1c(COc2ccc(Cl)cc2)nnc1SCc1ncc(-c2ccccc2)o1	-11	2.3	0.5	1	-13	-1.5	-2	4	-25
CCOC(=O)c1cc2c(=O)n3ccccc3nc2n(Cc2ccco2)c1=NC(=O)c1cccnc1	-10	-0.6	0.1	9	-18	-2.1	-20	2	-5
COC(=O)/C(C#N)=C/c1c(N2CCN(c3cccc(Cl)c3)CC2)nc2c(C)cccn2c1=O	-8	0.5	0.1	-9	-21	-0.8	-22	-7	-15
CSCCC(NC(=O)c1ccco1)C(=O)N1CC=C(c2ccccc2)CC1 (stereo unspecified)	5	0.0	0.9	7	-4	-0.3	-42	-7	-4
C=CS(=O)(=O)c1ccc(Oc2ccc(S(=O)(=O)C=C)cc2)cc1	35*	9.7	15*	9	3	9.7	-2	-4	-11
CCN(CC)CCN(C(=O)/C=C/c1cccs1)c1nc2ccc(OC)cc2s1	/	/	-0.3	-7	/	/	-24	-1	/
CCOC(=O)c1c(C)c(C(=O)NCc2cccnc2)c(C)n1CC	0	0.1	0.5	6	-15	0.2	2	-7	1
O=C(O)Cc1csc(-c2ccccc2)n1	-12	-0.1	-0.1	14	-13	0.4	-5	-3	-9
CCC1(CC)SC(N)=NC1=O	/	/	0.1	-4	/	/	-16	1	/
CCOc1ccc2oc(=O)cc(CN3CCN(C(=O)c4ccco4)CC3)c2c1	-5	0.8	0.7	8	-11	0.8	-20	-12	-5
Nc1cc(=O)[nH]c(SCC(=O)Nc2nnc(-c3ccccc3)s2)n1	-4	0.2	1.1	22	1	-0.4	5	-8	4
CCOc1cccc(/C=C(/C#N)c2nc3ccccc3[nH]2)c1OCC(=O)O	-7	0.1	1.0	14	-2	0.0	-18	-3	-8
CC1CCN(S(=O)(=O)c2ccc(C(=O)N3CCOCC3)cc2)CC1	-13	0.5	1.2	-11	-4	-0.6	-3	-3	-5
O=c1cc(-c2ccccc2)[nH]c2ccccc12	2	2.4	0.4	8	2	3.1	12	-3	-5
CCN1C[C@@H]2[C@@H]3C(=O)N(Cc4ccccc4)C(=O)[C@@H]3[C@](C)(C1=O)N2C(=O)c1ccc(Br)cc1	/	/	1.1	9	/	/	5	-13	/
O=C(NC(Cc1ccccc1)C(=O)O)/C(=C/c1ccc(Br)cc1)NC(=O)c1ccc(Br)o1 (stereo unspecified)	2	0.9	-0.1	-19	-22	-0.4	-21	1	-9
Cc1oc(-c2cccc(Cl)c2)nc1CS(=O)(=O)CC(=O)NCCN1CCOCC1	-10	1.9	0.1	3	-8	-1.2	-11	6	1
O=[N+]([O-])c1cccc(CN2CCCCCC2)c1	-3	0.6	0.0	6	-28	0.0	-18	-4	-9
CC(C)Cn1c(N)c(C(=O)CSc2ncn[nH]2)c(=O)n(C)c1=O	/	/	0.5	-3	/	/	-10	4	/
Cc1ccc(/C=C/C(=O)O)cc1S(=O)(=O)N(CCO)CCO	-7	0.7	-0.6	-4	15	0.8	-14	12	-5

Entries of single compounds as entered above. Order of values: GPR7 antagonist	V1aR counter	CHO-K1 Ca ag	CHO-K1 Ca PAM	CHO parental Ca	OXTR ag	TAAR1 antag	CHO-K1 Ca antag	OXTR potentiator
`CCOC(=O)c1c(C)c(C(=O)NCc2cccnc2)c(C)n1CC` is listed as 0	0.1	0.5	6	-15	0.2	2	-7	1
`CCOc1cccc(/C=C(/C#N)c2nc3ccccc3[nH]2)c1OCC(=O)O` is listed as -7	0.1	1.0	14	-2	0.0	-18	-3	-8
`CC(C(=O)OCC(=O)c1ccc(F)cc1)N1C(=O)C2C3C=CC(C3)C2C1=O` (stereo unspecified) is listed as 11	5.0	1.7	-24	-8	2.2	-6	4	-7
